Bioassay records from PubChem BioAssay.
MC4R antag cAMP – antagonists of human melanocortin 4 receptor (MC4R). P32245. MC4R-expressing cells, MTII-stimulated cAMP, LANCE TR-FRET. inhibition, % at 6.5 µM. actives 0.48% (n = 360,000);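 active means inhibition above its plate's cutoff, the mean of tested wells on that plate plus 3 SD, cut at about 29% in these data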;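 further: 0% = Melanotan II alone and 100% = Melanotan II plus saturating MCL0020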
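Assay system: human MC4R-expressing U2OS cells; reagent: Melanotan II stimulation of cells; dosing: 6.5 µM single dose; timing: compound 30 min, challenge 1 h, detection 1 h; signal: TR-FRET cAMP assay; replicates: one well per compound, no replicates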
LRH-1 inv ag – inverse agonists of human LRH-1 (NR5A2); AID 602396; inhibition, % at 3.6 µM; HEK293T StAR-luciferase reporter, LRH-1 transfected, 24 h; O00482; actives 0.13% (n = 360,000);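 active means inhibition above the mean inhibition of all tested compounds plus 3 SD, cut at about 73% in these data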;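 further: 0% = DMSO wells and 100% = reporter-only cells lacking LRH-1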
NCOA2 inhibitor – human SRC2 (NCOA2) inhibition. actives 0.17% (n = 370,000). AID 651957. HEK293 GAL4-SRC2 luciferase reporter, luminescence. inhibition, % at 9 µM. Q15596;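 active means inhibition above the mean inhibition of all tested compounds plus 3 SD, set per campaign, cut at about 52% in these data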;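 further: 0% = DMSO treated cells and 100% = cells given Gossypol at 36 µM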
EBV LMP1 NFkB – reduces LMP1-driven NF-kappaB luciferase signal. actives 0.69% (n = 350,000). AID 504558. LMP1-induced NF-kappaB luciferase reporter cells, luminescence. inhibition, % at 12.5 µM; in the data active means inhibition above about 41%;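 further: 0% = neutral control wells and 100% = reference inhibitor control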
TLR9-MyD88 inh – blocks human TLR9 binding to MyD88 | inhibition, % at 4.98 µM | actives 0.21% (n = 340,000) | CHO BLA complementation TLR9-MyD88, CCF4 FRET ratio | Q9NR96+Q99836 | AID 504734;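 active means inhibition above the mean over all tested compounds plus 3 SD, cut at about 21% in these data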;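 further: 0% = DMSO only wells and 100% = clavulanate BLA inhibitor control wells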
SRC3 inh – inhibits human SRC3 coactivator | AID 588352 | HEK293 GAL4-SRC3 luciferase reporter, luminescence | actives 0.17% (n = 360,000) | inhibition, % at 3.6 µM | Q9Y6Q9;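 active means inhibition above a per-campaign cutoff, the mean of all compounds plus 3 SD, cut at about 60% in these data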;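 further: 0% = DMSO-treated cells and 100% = gossypol-treated cells at 36 µM; higher means less SRC3-driven luciferase light from the GAL4 reporter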
NR2F2 inh – NR2F2 (human) inhibition, primary screen; inhibition, % at 8.6 µM; AID 686940; P24468; actives 0.7% (n = 370,000); HEK293T NGFI-A luciferase reporter, luminescence;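 active means inhibition above a per-plate cutoff, mean inhibition of test wells between control levels plus 3 SD, cut at about 38% in these data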;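 further: cells cotransfected with COUP-TFII expression vector driving the NGFI-A reporter; 0% = median of COUP-TF2 test wells and 100% = reporter-only cells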
MC4R barr agon – agonists of human melanocortin 4 receptor (MC4R) beta-arrestin; AID 540308; activation, % at 8.9 µM; U2OS MC4R beta-arrestin complementation, luminescence; percent of melanotan II response, DMSO zero; P32245; actives 0.98% (n = 360,000);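 active means activation above a per-plate cutoff, the mean activation of sample wells on that plate plus 3 SD, cut at about 8% in these data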
NCOA1 inh – inhibitors of human steroid receptor coactivator 1 (SRC1). Q15788. HEK293 GAL4-SRC1 luciferase reporter, luminescence. inhibition, % at 3.6 µM. actives 0.12% (n = 360,000). AID 588354;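 active means inhibition above the campaign mean plus 3 SD, with each screening campaign given its own cutoff, cut at about 60% in these data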;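 further: 0% = DMSO treated cells and 100% = gossypol at 36 µM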
NOD2 RIPK2 PPI – inhibitors of human NOD2-RIPK2 interaction; O43353; CHO BLA complementation NOD2-RIPK2, CCF4 ratio; inhibition, % at 4.98 µM; actives 0.38% (n = 360,000); in the data active means inhibition above about 21%;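 further: 0% = vehicle only and 100% = reference blocker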
ABHD5 PLIN5 PPI – ABHD5-PLIN5 protein interaction inhibition; Split G. princeps luciferase complementation, luminescence, 4 h; actives 0.78% (n = 360,000); Q00G26+Q8WTS1; AID 602281; inhibition, % at 4 µM;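 active means inhibition above the mean inhibition across every tested compound plus 3 SD, cut at about 22% in these data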;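 further: 0% = DMSO only wells and the 100% control is not disclosed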
Target sequence (Q00G26 whole entry, looked up): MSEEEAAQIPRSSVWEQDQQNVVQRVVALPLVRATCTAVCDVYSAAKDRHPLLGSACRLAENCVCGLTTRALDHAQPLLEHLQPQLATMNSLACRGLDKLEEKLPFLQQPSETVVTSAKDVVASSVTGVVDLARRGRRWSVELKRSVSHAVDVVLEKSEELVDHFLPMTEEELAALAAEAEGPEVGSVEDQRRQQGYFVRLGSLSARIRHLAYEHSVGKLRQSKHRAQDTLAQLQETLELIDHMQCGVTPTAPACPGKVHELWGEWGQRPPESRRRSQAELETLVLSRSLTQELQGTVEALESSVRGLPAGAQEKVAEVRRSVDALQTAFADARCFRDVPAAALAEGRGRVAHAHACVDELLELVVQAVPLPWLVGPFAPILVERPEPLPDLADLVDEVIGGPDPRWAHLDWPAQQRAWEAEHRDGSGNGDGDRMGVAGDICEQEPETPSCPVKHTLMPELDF
Target sequence (Q8WTS1 whole entry, looked up): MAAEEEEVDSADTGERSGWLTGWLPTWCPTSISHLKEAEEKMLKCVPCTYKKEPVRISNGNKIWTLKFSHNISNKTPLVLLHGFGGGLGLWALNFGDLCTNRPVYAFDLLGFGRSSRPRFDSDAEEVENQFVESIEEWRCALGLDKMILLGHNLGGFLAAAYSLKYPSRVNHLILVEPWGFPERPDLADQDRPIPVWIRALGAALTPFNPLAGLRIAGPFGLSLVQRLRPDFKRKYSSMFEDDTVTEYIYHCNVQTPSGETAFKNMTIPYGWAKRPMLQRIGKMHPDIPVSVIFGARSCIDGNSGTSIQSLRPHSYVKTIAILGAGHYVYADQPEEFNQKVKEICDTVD
Numbers without * were called inactive; · = no result given. This is a subset (hit frequency here may not be typical).

nr	MC4R antag cAMP	LRH-1 inv ag	NCOA2 inhibitor	EBV LMP1 NFkB	TLR9-MyD88 inh	SRC3 inh	NR2F2 inh	mol	MC4R barr agon	NCOA1 inh	NOD2 RIPK2 PPI	ABHD5 PLIN5 PPI
1	-6	-65	-54	-24	3	-37	-33	CCOC(=O)/C(C#N)=C1/C=CN(c2ccc(C)cc2)C=N1	-0.6	-45	5	2
2	0	-17	-11	2	-5	12	-8	Cc1nc(N(C)C)c2sc(=S)n(C)c2n1	-0.5	2	-11	2
3	9	-10	33	8	-8	0	20	COc1ccc(NS(=O)(=O)c2ccc(C(=O)N(C)Cc3ccc(C)o3)cc2)cc1	0.5	-13	-3	7
4	12	9	-1	-6	9	-9	7	O=C(NC1CCCc2ccccc21)C1CCN(S(=O)(=O)c2cccc(C(F)(F)F)c2)CC1 (configuration not stated)	-2.1	8	0	-6
5	5	9	28	-8	-1	9	-21	COCCCNc1ccc([N+](=O)[O-])cc1C(=O)Nc1cccc(C)n1	-1.4	0	2	1
6	-4	1	13	2	4	-1	-12	COc1ccc(NC(=O)NNC(=O)C(C)Oc2ccc3ccccc3c2)cc1OC (configuration not stated)	-3.6	-78	-7	-2
7	-3	2	3	-15	0	4	-12	O=C(CSc1ncn[nH]1)c1ccc2c(c1)OCO2	-0.9	-14	0	-2
8	1	3	-24	-4	-2	2	-13	CN(C(=O)COC(=O)C1CCN(S(=O)(=O)c2cccs2)CC1)c1ccccc1	-2.0	7	-2	-1
9	1	-10	2	-3	6	4	15	CC(C)NC(=O)CSc1nc(N)c(-c2ccccc2)c(=O)[nH]1	-1.6	-25	3	-7
10	12	-5	17	0	-12	-3	7	COC(CNC(=O)CCc1c(C)nc2c(-c3ccc(F)cc3)c(C)nn2c1C)OC	1.6	-40	2	7
11	-3	12	6	-4	5	15	0	Cc1ccccc1S(=O)(=O)Cc1ccc(C(=O)NCCCN2CCCC2)o1	-4.5	-10	-2	0
12	2	22	-35	2	-3	8	0	CC1CCN(C(=O)C(=O)Nc2sc3c(c2C(=O)O)CC(C)(C)OC3)CC1	-2.9	-5	8	1
13	12	-8	-12	1	-1	-22	7	Cc1ccc(S(=O)(=O)NCc2cn3ccccc3n2)c(C)c1	-3.4	-12	0	-8
14	-10	7	10	-3	-7	6	-5	O=S(=O)(Nc1nc2ccc(S(=O)(=O)N3CCCC3)cc2s1)c1ccc(F)cc1	-2.3	-12	-19	0
15	10	-2	3	0	-1	-3	2	COc1ccc(Br)cc1/C=N/NC(=O)C[n+]1ccccc1	0.1	-74	-11	3
16	1	-17	0	2	-10	1	-3	CC(=O)Nc1ccc(C2NC(=O)CCC2[N+](=O)[O-])cc1 (configuration not stated)	-0.2	-15	5	9
17	-3	-8	-3	9	4	-4	6	COc1ccc(CN(C)Cc2c(O)ccc3cc(Br)ccc23)cc1OC	-0.6	14	5	12
18	-1	0	-4	-11	-1	5	9	CCOCCCNc1nc2ccccc2[nH]1	-1.2	-27	-14	-2
19	2	7	-20	·	·	17	7	CC(=O)c1sc2nsc(SCCN3CCOCC3)c2c1N	-1.6	-2	-4	-9
20	2	4	-1	-1	1	0	8	Clc1ccc(CSc2ccc(-c3cccnc3)nn2)cc1	2.8	-16	-4	-2
21	13	1	23	-7	6	8	10	CC1(C)CC(=O)C2=C(C1)NC1=C(C(=O)c3ccccc31)C2c1cc([N+](=O)[O-])ccc1O (configuration not stated)	-1.1	4	-8	11
22	-3	-29	3	2	2	-9	-9	CCCN1CCN(S(=O)(=O)c2cc3c(cc2C)NC(=O)CO3)CC1	-1.1	12	1	4
23	7	15	-1	-6	0	2	-1	Cc1ccc(C(=O)NC2CC(C)(C)NC(C)(C)C2)c(C)c1	-2.0	-11	-2	4
24	21	-7	-6	3	-1	-2	-1	Fc1cccc(F)c1/C=N/NC(=S)Nc1cccnc1	0.3	-2	1	-18
25	12	7	-1	1	-3	20	-6	Cc1noc(C)c1NC(=O)N(C)C[C@H]1Oc2ccc(NS(=O)(=O)c3cn(C)cn3)cc2C(=O)N([C@H](C)CO)C[C@@H]1C	-1.5	-8	1	6
26	0	3	-2	1	0	12	1	O=C(NCc1ccc(F)cc1)C(c1ccncc1)N(C(=O)c1csnn1)C1CC1 (configuration not stated)	-1.5	-8	0	-3
27	0	8	-9	1	-4	9	3	Cc1cc(C)c(NC(=O)C2CCCO2)c(C)c1NC(=O)C1CCCO1 (configuration not stated)	0.0	-4	-1	0
28	2	-3	-11	12	-6	32	-10	CNCC(=O)Nc1ccc(Cl)c(C(F)(F)F)c1	0.6	24	0	16
29	19	-11	-4	-6	-7	-3	11	Cc1cc(Cl)ccc1NC(=S)N1CCC(C(N)=O)(N2CCCCC2)CC1	0.4	-4	-5	0
30	-1	16	-6	1	2	7	-3	Cn1c(SCC(=O)c2c(N)n(C)c(=O)n(C)c2=O)nnc1-c1ccc(F)cc1	-2.3	-9	-5	2

Reformatted with the structure last: part of the list above.
No.	MC4R antag cAMP	LRH-1 inv ag	NCOA2 inhibitor	EBV LMP1 NFkB	TLR9-MyD88 inh	SRC3 inh	NR2F2 inh	MC4R barr agon	NCOA1 inh	NOD2 RIPK2 PPI	ABHD5 PLIN5 PPI	structure
13	12	-8	-12	1	-1	-22	7	-3.4	-12	0	-8	Cc1ccc(S(=O)(=O)NCc2cn3ccccc3n2)c(C)c1
14	-10	7	10	-3	-7	6	-5	-2.3	-12	-19	0	O=S(=O)(Nc1nc2ccc(S(=O)(=O)N3CCCC3)cc2s1)c1ccc(F)cc1
15	10	-2	3	0	-1	-3	2	0.1	-74	-11	3	COc1ccc(Br)cc1/C=N/NC(=O)C[n+]1ccccc1
16	1	-17	0	2	-10	1	-3	-0.2	-15	5	9	CC(=O)Nc1ccc(C2NC(=O)CCC2[N+](=O)[O-])cc1 (configuration not stated)
17	-3	-8	-3	9	4	-4	6	-0.6	14	5	12	COc1ccc(CN(C)Cc2c(O)ccc3cc(Br)ccc23)cc1OC

(more compounds)
nr	MC4R antag cAMP	LRH-1 inv ag	NCOA2 inhibitor	EBV LMP1 NFkB	TLR9-MyD88 inh	SRC3 inh	NR2F2 inh	mol	MC4R barr agon	NCOA1 inh	NOD2 RIPK2 PPI	ABHD5 PLIN5 PPI
31	3	7	10	-1	3	9	13	Cc1c(NC(=O)C2CCCN2C(=O)c2cccs2)c(=O)n(-c2ccccc2)n1C (configuration not stated)	-1.9	1	-6	6
32	2	0	-10	-6	-11	15	3	COc1ccc(C(CC(=O)Nc2ccc(Cl)cc2F)NC(=O)C(F)(F)F)cc1 (configuration not stated)	0.2	4	-4	-7
33	-1	-21	-7	·	·	-9	12	COc1ccc(CNC(=O)Nc2ccc3c(c2)c(=O)n(C)n3Cc2cc(C)cc(C)c2)cc1	0.8	0	-3	-7
34	-13	-33	-15	-40	-8	-22	-20	Cc1ccc(N=Cc2nc(-c3ccco3)oc2O)cc1	-1.6	-34	-7	3
35	0	-13	-9	-4	4	1	-11	O=C(NCc1ccc(F)cc1)C1CCCN(S(=O)(=O)c2ccc(-n3cnnn3)cc2)C1 (configuration not stated)	-2.8	-21	3	3
36	8	-41	-23	-4	-11	-37	-7	COc1ccc(OC)c(/C=C/C(=O)OCC(=O)N2CCCC2)c1	-2.2	-9	-9	5
37	-2	-5	-23	7	0	19	-3	CCN(CC)CCCN(Cc1cc2cc3c(cc2[nH]c1=O)OCO3)C(=O)Nc1ccccc1OC	-0.1	0	-3	-3
38	4	6	-29	-1	-4	1	7	COc1ccc(CCC(=O)NCc2cccc(C(F)(F)F)c2)cc1	-0.8	17	3	-1
39	-5	-4	-3	-10	-23	-10	-7	Cc1ccc(C)c(C(=O)COC(=O)c2ccccc2N2C(=O)C3C4CCC(C4)C3C2=O)c1 (configuration not stated)	-1.7	-2	-2	-6
40	3	23	-15	6	-2	10	11	COc1ccc(CCn2c(-c3cc([N+](=O)[O-])cc([N+](=O)[O-])c3)nc3nc4ccccc4nc32)cc1	-0.7	7	8	-3
41	4	20	0	-41	-2	21	3	O=C(CSc1ccccc1)Nc1cccc(S(=O)(=O)N2CCCC2)c1	-0.7	7	0	1
42	-2	-5	0	-3	2	1	-7	O=C(NCCN1C(=O)S/C(=C\c2ccccc2F)C1=O)C1CCN(S(=O)(=O)c2cccs2)CC1	-1.8	-60	-3	-10
43	19	7	-29	7	-8	12	-12	O=C(/C(=N\O)n1cncn1)c1ccc(Cl)cc1Cl	-0.4	3	3	-1
44	1	-90	-36	2	-4	-57	-47	Cc1ccc(-c2nc3cccnc3s2)cc1NC(=O)c1ccco1	-1.6	-62	1	3
45	1	-8	-1	23	-12	-18	-6	CN(c1cccc(NC(=O)CN2C(=O)c3ccccc3S2(=O)=O)c1)S(C)(=O)=O	-2.3	7	-2	6

Taken from above:
compound 35 @ NOD2 RIPK2 PPI = 3
compound 36 @ MC4R barr agon = -2.2
